KCNQ1 inh = human KCNQ1 channel inhibition; AID 2642; CHO-K1 KCNQ1, FluxOR thallium flux fluorescence; active compounds read high; actives 1.3% (n = 310,000); B-score at 10 µM;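 active = compounds whose thallium flux B-score, printed positive for inhibition, exceeds three library SD while starting fluorescence stays within three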;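 note: channel opened by potassium depolarization with thallium stimulus after 20 min compound exposure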
PolyA inh = inhibitors of polyadenylation in S. cerevisiae. S. cerevisiae SKY197-pL101 polyadenylation reporter, beta-gal luminescence; efflux-impaired pdr1/pdr3 knockout yeast; score 100 = 6 SD above DMSO. calls only at 12 µM. actives 0.02% (n = 300,000);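 active = lowest replicate activity score at least 50, where 100 means six control SD above control mean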;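 note: yeast exposed to compound for 9 h at 30 °C; higher score means more reporter readthrough which indicates perturbed polyadenylation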
RGS4 inh = human RGS4 inhibition; P49798; HEK293 M3R/RGS4 inducible, Fluo-4 calcium flux; active compounds read high; triggered by carbachol at its EC20; B-score at 10 µM; actives 0.45% (n = 310,000); AID 463165;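 active = B-score, a plate-corrected calcium signal, over three deviations above library mean, with baseline fluorescence within five deviations of library mean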;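 note: RGS4 expression induced by doxycycline in cells with stable M3 receptor; B-score is computed from the integrated fluorescence ratio over baseline after carbachol; higher B-score means a larger calcium signal and so more RGS4 inhibition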
GSK3beta inhib = human GSK3beta kinase inhibition | P49841 | GST-GSK3beta kinase, ADP-Glo luminescence, 60 min; active compounds read low | activity score (negative = inhibition), % at 10 µM | actives 0.038% (n = 300,000) | AID 2097;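 active = more than half of replicate wells score below -50%, meaning over 50% inhibition versus plate controls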;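 note: 0% = median DMSO wells and -100% = median GW8510 positive control wells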
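Test system: GST-fused GSK3beta enzyme, cell-free | Quantity: 1.6 ng GST-GSK3beta enzyme per well | Reagent: 25 µM ATP with peptide substrate | Schedule: 60 min enzyme reaction, room temperature | Signal: Luminescent ADP-Glo measurement of ADP formed | Read-out basis: Score relative to plate controls | Control set: DMSO and 20 µM GW8510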
hERG protect = shields human hERG channel from block by proarrhythmic agents; AID 1511; actives 0.51% (n = 310,000); Q12809; CHO-hERG, FluxOR thallium flux, dofetilide IC70 present; activation (rescue from dofetilide block), less the hit threshold, % at 10 µM;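 active = activation above the mean of controls blocked by dofetilide plus 5 SD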;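 note: thallium influx through hERG after potassium depolarization seen as dye fluorescence rise; in these data hits start at about 4.7%; inactives centre near -7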
Target sequence (Q12809 whole entry, looked up): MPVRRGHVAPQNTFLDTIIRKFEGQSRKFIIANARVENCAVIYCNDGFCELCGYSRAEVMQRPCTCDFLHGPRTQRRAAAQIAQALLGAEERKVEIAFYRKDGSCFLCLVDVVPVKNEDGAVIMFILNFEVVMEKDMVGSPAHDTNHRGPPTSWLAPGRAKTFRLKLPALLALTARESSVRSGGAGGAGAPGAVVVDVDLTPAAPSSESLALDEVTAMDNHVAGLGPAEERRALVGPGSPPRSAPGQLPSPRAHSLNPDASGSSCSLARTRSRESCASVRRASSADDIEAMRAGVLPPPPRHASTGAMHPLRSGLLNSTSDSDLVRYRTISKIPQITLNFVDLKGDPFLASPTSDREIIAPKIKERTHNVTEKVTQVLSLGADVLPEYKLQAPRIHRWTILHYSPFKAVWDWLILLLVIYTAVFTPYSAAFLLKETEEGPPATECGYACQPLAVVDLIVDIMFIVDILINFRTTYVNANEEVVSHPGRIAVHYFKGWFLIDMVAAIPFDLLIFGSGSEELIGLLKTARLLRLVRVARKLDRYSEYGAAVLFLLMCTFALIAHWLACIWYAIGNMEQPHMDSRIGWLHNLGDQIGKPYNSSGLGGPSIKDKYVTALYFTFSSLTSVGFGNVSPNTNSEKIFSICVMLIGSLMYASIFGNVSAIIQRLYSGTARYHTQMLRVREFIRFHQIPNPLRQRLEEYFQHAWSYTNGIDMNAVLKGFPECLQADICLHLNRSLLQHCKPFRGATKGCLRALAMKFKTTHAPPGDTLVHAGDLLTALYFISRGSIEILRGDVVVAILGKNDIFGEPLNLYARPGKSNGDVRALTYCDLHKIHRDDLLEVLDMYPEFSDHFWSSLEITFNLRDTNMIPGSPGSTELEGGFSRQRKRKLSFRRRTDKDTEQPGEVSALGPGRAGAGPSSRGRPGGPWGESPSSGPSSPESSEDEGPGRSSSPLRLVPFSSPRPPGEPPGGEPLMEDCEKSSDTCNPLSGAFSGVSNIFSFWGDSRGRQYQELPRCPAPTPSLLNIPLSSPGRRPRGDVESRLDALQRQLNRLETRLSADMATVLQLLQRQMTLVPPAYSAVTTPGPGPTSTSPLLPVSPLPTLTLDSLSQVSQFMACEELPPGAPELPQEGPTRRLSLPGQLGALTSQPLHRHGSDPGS
KCNK3 block = human KCNK3 channel inhibition, primary screen. B-score at 10 µM. actives 0.84% (n = 340,000). CHO-KCNK3 thallium flux, FluxOR fluorescence; active compounds read low;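 active = B-score under library mean minus 4 SD, starting fluorescence ratio at most library mean plus 5 SD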;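 note: more negative B-score means stronger inhibition of thallium flux through KCNK3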
GSK3A inh = inhibitors of human GSK-3 alpha kinase; P49840; ADP-Glo luminescence, 60 min; inhibition, % at 10 µM; actives 0.1% (n = 320,000);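 in the data active = inhibition above about 50%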;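 note: GST-tagged GSK-3 alpha with peptide substrate and 25 µM ATP; 0% = DMSO neutral wells and 100% = GW8510 positive control wells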
DYRK1A inh = Dyrk1A (rat) kinase inhibition; actives 0.43% (n = 310,000); ADP-Glo luminescence, NFATc1 peptide; Q63470; inhibition, % at 12.5 µM; in the data active = inhibition above about 50%;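 note: plate controls were vehicle with enzyme for no effect and no enzyme for full effect; many of its hits are not listed in these tables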
KCNQ1 pot = human KCNQ1 channel potentiation or activation | P51787 | CHO-K1 KCNQ1, thallium flux FluxOR fluorescence; active compounds read high | B-score at 10 µM | actives 0.35% (n = 310,000) | AID 2648;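 active = fluorescence ratio B-score, a plate-corrected score, at least three library SD, with initial intensity B-score within 5 SD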
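System: CHO-K1 cells stably expressing KCNQ1 / Medium: assay buffer for compound exposure, DMSO matched across wells / Reagent: thallium- and potassium-containing depolarizing buffer / Compound: one concentration, matched DMSO / Incubation: 20 min compound pretreatment at room temperature / Measured by: kinetic FluxOR fluorescence, 10 s baseline plus 110 s post-stimulus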
KCNK9 block = human KCNK9 channel inhibition; HEK293 KCNK9, FluxOR thallium flux fluorescence; active compounds read low; B-score at 10 µM; actives 1.2% (n = 310,000);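 active = ratio B-score over 3 SD below the library mean, with starting fluorescence within 5 SD of its mean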;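 note: negative B-score means less thallium flux so channel inhibition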
RGS4 act = RGS4 potentiation or activation; HEK293 M3R/inducible RGS4, carbachol calcium flux Fluo4; active compounds read low; B-score at 10 µM; actives 0.92% (n = 310,000);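 active = B-score of the integrated calcium signal more than 4 SD below the library mean, with starting fluorescence not abnormally high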;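 note: negative B-score means reduced calcium response which marks RGS4 activation or potentiation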
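Reagent: ECmax carbachol challenge; Test system: M3R-expressing HEK293 line, RGS4 induced by doxycycline; Schedule: overnight RGS4 induction, 30 min dye load 37 °C, 20 min compound RT; Detection: calcium dye Fluo4 fluorescence; Read-out: Agonist-evoked peak-minus-minimum fluorescence over baseline, integrated ratio, B score.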
* hit, by the source's call; & = joins results of further samples. The list is partial; the hit share may differ from the screen's.

For O=C(CCn1c(=O)oc2ccccc21)Nc1ccc2c(c1)OCCO2 the results were KCNQ1 inh inactive, PolyA inh inactive, RGS4 inh inactive, GSK3beta inhib 0.9, hERG protect -16.8, KCNK3 block inactive, GSK3A inh -1.5, DYRK1A inh -1.6, KCNQ1 pot inactive, KCNK9 block inactive and RGS4 act inactive.
For Cc1noc2ncnc(N3CCCCC3)c12 the results were KCNQ1 inh inactive, PolyA inh inactive, RGS4 inh inactive, GSK3beta inhib -1.2, hERG protect -19.1, KCNK3 block inactive, GSK3A inh -0.3, DYRK1A inh -1.2, KCNQ1 pot inactive, KCNK9 block inactive and RGS4 act inactive.
`Cc1nc2ccc(NC3=NCCCCC3)cc2s1` gave KCNQ1 inh inactive, PolyA inh inactive, RGS4 inh inactive, GSK3beta inhib 1.4, hERG protect -13.1, KCNK3 block inactive, GSK3A inh -2.2, DYRK1A inh -5.0, KCNQ1 pot inactive, KCNK9 block inactive and RGS4 act inactive.
`O=C(CSc1nnnn1-c1ccc2c(c1)OCCO2)N1CCN(C(=O)c2ccco2)CC1` gave KCNQ1 inh inactive, PolyA inh inactive, RGS4 inh inactive, GSK3beta inhib 3.5, hERG protect -19.5, KCNK3 block inactive, GSK3A inh 0.0, DYRK1A inh 4.5, KCNQ1 pot inactive, KCNK9 block inactive and RGS4 act inactive.
Screening Cc1ccc(C2C(=O)N(C3CCC(C)CC3)CC(=O)N2C2CC2)cc1 (stereo not given) returned KCNQ1 inh inactive, PolyA inh inactive, RGS4 inh inactive, GSK3beta inhib 1.5, hERG protect -8.9, KCNK3 block inactive, GSK3A inh -3.4, DYRK1A inh -1.4, KCNQ1 pot inactive, KCNK9 block inactive and RGS4 act inactive.
`Cc1c(NC(=S)NC(NC(=O)CC(C)C)C(Cl)(Cl)Cl)c(=O)n(-c2ccccc2)n1C` (stereo not given) gave KCNQ1 inh inactive, PolyA inh inactive, RGS4 inh inactive, GSK3beta inhib -0.7, hERG protect -11.2, KCNK3 block inactive, GSK3A inh -2.1, DYRK1A inh -2.2, KCNQ1 pot inactive, KCNK9 block inactive and RGS4 act inactive.
Screening CN(CC(=O)O)S(=O)(=O)c1ccc(F)cc1 returned KCNQ1 inh inactive, PolyA inh inactive, RGS4 inh inactive, GSK3beta inhib 1.6, hERG protect -1.8, KCNK3 block inactive, GSK3A inh -1.0, DYRK1A inh -5.5, KCNQ1 pot inactive, KCNK9 block inactive and RGS4 act inactive.
Screening CN1C(=O)Cc2cc(S(=O)(=O)NCCc3ccc(Cl)cc3)ccc21 returned KCNQ1 inh inactive, PolyA inh inactive, RGS4 inh inactive, GSK3beta inhib 4.9, hERG protect -3.3, KCNK3 block inactive, GSK3A inh -0.9, DYRK1A inh -1.0, KCNQ1 pot inactive, KCNK9 block inactive and RGS4 act inactive.
Cc1ccc(-n2c(C)cc(/C=N/NC(=O)c3ccc(CN4CCOCC4)cc3)c2C)cc1 was read as KCNQ1 inh inactive, PolyA inh inactive, RGS4 inh inactive, GSK3beta inhib -6.6, hERG protect -11.3, KCNK3 block inactive, GSK3A inh -2.8, DYRK1A inh 2.7, KCNQ1 pot inactive, KCNK9 block inactive and RGS4 act inactive.
COc1ccc(-c2cn(-c3ccccc3)c3[n+]2CCS3)cc1 was read as KCNQ1 inh inactive, PolyA inh inactive, RGS4 inh inactive, GSK3beta inhib 0.1&1.9, hERG protect -16.4&-8.4, KCNK3 block inactive, GSK3A inh 0.7&0.8, DYRK1A inh -7.5&-5.0, KCNQ1 pot inactive, KCNK9 block inactive and RGS4 act inactive.
Screening COCCOC(=O)c1nccnc1C(=O)Nc1ccc(S(=O)(=O)N2CCOCC2)cc1 returned KCNQ1 inh inactive, PolyA inh inactive, RGS4 inh inactive, GSK3beta inhib -0.2, hERG protect -8.8, KCNK3 block inactive, GSK3A inh -3.3, KCNQ1 pot inactive, KCNK9 block inactive and RGS4 act inactive.
Screening COCCCN(Cc1ccco1)C(=O)CSc1nc2ncccc2[nH]1 returned KCNQ1 inh inactive, PolyA inh inactive, RGS4 inh inactive, GSK3beta inhib 4.7, hERG protect -7.0, KCNK3 block inactive, GSK3A inh -0.1, DYRK1A inh 2.7, KCNQ1 pot inactive, KCNK9 block inactive and RGS4 act inactive.
Screening COCc1nc(-c2ccc(-c3ccc(OC)cc3)nc2OC)no1 returned KCNQ1 inh inactive, PolyA inh inactive, RGS4 inh inactive, GSK3beta inhib -3.3, hERG protect -9.6, KCNK3 block inactive, DYRK1A inh 8.0, KCNQ1 pot inactive, KCNK9 block inactive and RGS4 act inactive.
For CCC(C)c1ccccc1NC(=O)Cc1coc2cc3c(cc12)CCC3 (stereo not given) the results were KCNQ1 inh inactive, PolyA inh inactive, RGS4 inh inactive, GSK3beta inhib 1.0, hERG protect -8.0, KCNK3 block inactive, DYRK1A inh 2.7, KCNQ1 pot inactive, KCNK9 block inactive and RGS4 act inactive.
Screening CCOC(=O)CSc1ccccn1 returned KCNQ1 inh inactive, PolyA inh inactive, RGS4 inh inactive, GSK3beta inhib 1.0, hERG protect -7.2, KCNK3 block inactive, GSK3A inh -0.5, DYRK1A inh 1.0, KCNQ1 pot inactive, KCNK9 block inactive and RGS4 act inactive.
Screening Cc1ccccc1CNC(=O)C1CCC(=O)N(CC2CCCCC2)C1 (stereo not given) returned KCNQ1 inh inactive, PolyA inh inactive, RGS4 inh inactive, GSK3beta inhib 2.0, hERG protect -11.2, KCNK3 block inactive, GSK3A inh 1.6, DYRK1A inh -8.8, KCNQ1 pot inactive, KCNK9 block inactive and RGS4 act inactive.
`C(=N\n1cnnc1)/c1ccc(N2CCOCC2)s1` gave KCNQ1 inh inactive, PolyA inh inactive, RGS4 inh inactive, GSK3beta inhib 3.0, hERG protect -3.1, KCNK3 block inactive, GSK3A inh -1.3, DYRK1A inh -5.3, KCNQ1 pot inactive, KCNK9 block inactive and RGS4 act inactive.
`O=C(CN1C(=O)c2ccccc2C1=O)N1CCN(c2ccccc2)CC1` gave KCNQ1 inh inactive, PolyA inh inactive, RGS4 inh inactive, GSK3beta inhib -2.5, hERG protect 0.5, KCNK3 block inactive, GSK3A inh 0.1, DYRK1A inh -0.6, KCNQ1 pot inactive, KCNK9 block inactive and RGS4 act inactive.
CC1Cc2ccccc2N1C1=CC(=O)CCC1 (stereo not given) was read as KCNQ1 inh inactive, PolyA inh inactive, RGS4 inh inactive, GSK3beta inhib 4.4, hERG protect -15.1, KCNK3 block inactive, GSK3A inh 1.8, KCNQ1 pot inactive, KCNK9 block inactive and RGS4 act inactive.
`O=C(CN(Cc1ccccc1F)C(=O)c1csnn1)NCc1ccc2c(c1)OCO2` gave KCNQ1 inh inactive, PolyA inh inactive, RGS4 inh inactive, GSK3beta inhib -3.9, hERG protect -3.8, KCNK3 block inactive, GSK3A inh 1.6, DYRK1A inh 8.0, KCNQ1 pot inactive, KCNK9 block inactive and RGS4 act inactive.
COc1ccc(C(=O)Nn2c(C)nc3ccccc3c2=O)cc1Br was read as KCNQ1 inh inactive, PolyA inh inactive, RGS4 inh inactive, GSK3beta inhib 0.0, hERG protect -13.1, KCNK3 block inactive, GSK3A inh -0.9, DYRK1A inh 5.5, KCNQ1 pot inactive, KCNK9 block inactive and RGS4 act inactive.
`CCn1cc(C(=O)O)c(=O)c2cc(F)c(N3CCN(C(=S)NC(=O)c4cc(OC)cc(OC)c4)CC3)cc21` gave KCNQ1 inh inactive, PolyA inh inactive, RGS4 inh inactive, GSK3beta inhib -3.6, hERG protect -9.2, KCNK3 block inactive, GSK3A inh 0.4, DYRK1A inh 0.2, KCNQ1 pot inactive, KCNK9 block inactive and RGS4 act inactive.
`CN(CCCN1CCCCC1)C(=O)CCc1nnc(C2CCCCC2)o1` gave KCNQ1 inh inactive, PolyA inh inactive, RGS4 inh inactive, GSK3beta inhib -0.1, hERG protect -3.9, KCNK3 block inactive, GSK3A inh -5.3, DYRK1A inh 3.1, KCNQ1 pot inactive, KCNK9 block inactive and RGS4 act inactive.
`COc1ccc(CCN(Cc2cc3ccc(C)cc3[nH]c2=O)C(C)=O)cc1OC` gave KCNQ1 inh inactive, PolyA inh inactive, RGS4 inh inactive, GSK3beta inhib 0.0, hERG protect -11.7, KCNK3 block inactive, GSK3A inh -1.0, DYRK1A inh -4.0, KCNQ1 pot inactive, KCNK9 block inactive and RGS4 act inactive.
`O=S(=O)(Nc1nnc(-c2ccccc2)s1)c1ccc(Cl)cc1` gave KCNQ1 inh inactive, PolyA inh inactive, RGS4 inh inactive, GSK3beta inhib 0.5, hERG protect -14.2, KCNK3 block inactive, GSK3A inh -2.2, DYRK1A inh 1.2, KCNQ1 pot inactive, KCNK9 block inactive and RGS4 act inactive.
`O=C1C2CCCN2C(c2cccs2)N1c1ccc(F)cc1` (stereo not given) gave KCNQ1 inh inactive, PolyA inh inactive, RGS4 inh inactive, GSK3beta inhib 1.4, hERG protect -5.9, KCNK3 block inactive, GSK3A inh -2.3, DYRK1A inh 1.7, KCNQ1 pot inactive, KCNK9 block inactive and RGS4 act inactive.
CCOC(=O)CCC(=O)NCc1ccc2[nH]c(C)cc2c1 was read as KCNQ1 inh inactive, PolyA inh inactive, RGS4 inh inactive, GSK3beta inhib -1.9, hERG protect 0.5, KCNK3 block inactive, GSK3A inh -1.4, DYRK1A inh -1.2, KCNQ1 pot inactive, KCNK9 block inactive and RGS4 act inactive.
Screening CSc1nc(-c2ccccc2)nn1C(=O)c1ccc(C)cc1 returned KCNQ1 inh inactive, PolyA inh inactive, RGS4 inh inactive, GSK3beta inhib -1.2, hERG protect -5.0, KCNK3 block inactive, GSK3A inh -2.9, DYRK1A inh -0.3, KCNQ1 pot inactive, KCNK9 block inactive and RGS4 act inactive.
For CC(=O)c1sc(NC(=O)C2CC(=O)N(Cc3ccccc3)C2)nc1-c1ccccc1 (stereo not given) the results were KCNQ1 inh inactive, PolyA inh inactive, RGS4 inh inactive, GSK3beta inhib -14.7, hERG protect -15.7, KCNK3 block inactive, GSK3A inh -0.4, DYRK1A inh 18.2, KCNQ1 pot inactive, KCNK9 block inactive and RGS4 act inactive.

Assay outcomes from PubChem.
